hcDAF12 agonist – H. contortus DAF-12 activation, primary screen; HEK293 hcDAF-12 lit1-tk-luc reporter, luminescence; 0% DMSO, 100% Δ7-dafachronic acid; activation, % at 6.8 µM; AID 652067; 370,000 tested, 1.4% active;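 active = activation above the mean of all tested compounds plus 3 SD, cut at about 5.5% in these data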;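 note: 100% = response to 3 µM Δ7-dafachronic acid high control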
NR1D1 modulator – modulators of human Rev-erb alpha DNA binding; P20393; Rev-erbα–FITC-DNA binding, fluorescence polarization, 90 min; activity, % at 10 µM; 370,000 tested, 0.79% active; AID 1259318;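 active = activity above about 14%, limit read from the data; passing the limit was not always enough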;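 note: 0% = DMSO wells with 35 nM protein and 100% = DMSO wells with 750 nM protein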
Target sequence (P20393 whole entry, looked up): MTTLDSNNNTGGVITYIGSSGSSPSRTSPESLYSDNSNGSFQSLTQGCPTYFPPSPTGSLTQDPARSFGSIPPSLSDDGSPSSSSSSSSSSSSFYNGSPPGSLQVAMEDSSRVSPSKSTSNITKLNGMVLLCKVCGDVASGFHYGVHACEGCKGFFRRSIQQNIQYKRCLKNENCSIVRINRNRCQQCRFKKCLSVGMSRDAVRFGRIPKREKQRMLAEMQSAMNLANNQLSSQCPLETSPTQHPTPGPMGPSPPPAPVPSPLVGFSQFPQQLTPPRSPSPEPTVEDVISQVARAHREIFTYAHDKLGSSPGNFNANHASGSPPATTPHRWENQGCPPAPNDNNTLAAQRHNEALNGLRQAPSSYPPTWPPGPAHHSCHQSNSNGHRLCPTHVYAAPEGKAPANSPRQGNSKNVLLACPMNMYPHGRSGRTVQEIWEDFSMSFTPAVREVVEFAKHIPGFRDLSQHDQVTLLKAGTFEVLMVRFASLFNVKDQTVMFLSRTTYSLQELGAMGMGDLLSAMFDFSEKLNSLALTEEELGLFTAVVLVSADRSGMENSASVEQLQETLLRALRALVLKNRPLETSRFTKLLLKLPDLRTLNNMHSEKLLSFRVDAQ
sPLA2-III inh – Inhibits HGIII-sPLA2 liposome hydrolysis, primary screen | 370,000 tested, 0.56% active | Q9NZ20 | QFRET BODIPY PC-A2 liposome hydrolysis, fluorescence | inhibition, % at 12.2 µM;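 active = inhibition above mean plus 3 SD of compounds lying within the high and low control bounds, cut at about 19% in these data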;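 note: 0% = median of test compound wells and 100% = no enzyme DMSO wells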
hgDAF12 agonist – activates the H. glycines DAF-12 receptor ligand-binding domain | HEK293 GAL4-hgDAF12 UAS-luciferase reporter, agonist luminescence; normalized to butyrate control | activation, % at 6.8 µM | 370,000 tested, 1.8% active | AID 687014;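 active = activation above a cutoff set at the mean of all screened compounds plus 3 SD, cut at about 10% in these data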;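 note: 0% = DMSO wells and 100% = sodium butyrate wells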
DAX1 inh-1 – inhibits human nuclear receptor DAX1. inhibition, % at 6.75 µM. HEK293 Gal4-DAX1 luciferase reporter, luminescence. AID 504766. P51843. 340,000 tested, 0.99% active;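 active = inhibition above the mean over all tested compounds plus 3 SD, cut at about 4.2% in these data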;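 note: 0% = DAX1-transfected cells with DMSO and 100% = empty-vector control cells with DMSO; inhibition shows as a rise in luminescence from relieved DAX1 repression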
Target sequence (P51843 207-470 limits assumed): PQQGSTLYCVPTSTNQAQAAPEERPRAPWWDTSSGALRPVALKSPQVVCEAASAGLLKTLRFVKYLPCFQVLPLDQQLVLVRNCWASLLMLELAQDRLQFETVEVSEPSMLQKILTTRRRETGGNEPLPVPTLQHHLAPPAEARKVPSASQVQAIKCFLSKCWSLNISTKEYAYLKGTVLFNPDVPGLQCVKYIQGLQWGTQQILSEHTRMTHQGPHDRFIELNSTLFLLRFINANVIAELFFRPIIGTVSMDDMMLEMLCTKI
ssDAF12 agonist – activators of S. stercoralis DAF-12 nuclear receptor; 370,000 tested, 1% active; activation, % at 6.8 µM; HEK293 ssDAF-12/GRIP1 lit1-tk-luc reporter, luminescence; % of 3 µM dafachronic acid response; AID 652126;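 active = activation above the mean over all tested compounds plus 3 SD, cut at about 0.9% in these data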;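 note: 0% = DMSO-only wells and 100% = 3 µM delta7-dafachronic acid wells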
PLC-beta3 inh – PLC-beta3 (human) inhibition, primary screen. Q01970. 370,000 tested, 0.18% active. AID 720704. Purified PLC-beta3, fluorogenic substrate, fluorescence. inhibition, % at 12.2 µM; in the data active = inhibition above about 11%;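 note: 0% = median of compound wells on plate and 100% = full blocker control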
SMARCA2 activ – increases SMARCA2 function in MMTV reporter cells. MG213 cells, MMTV-luciferase reporter, dexamethasone, overnight. activation, % at 9.1 µM. 370,000 tested, 1% active. AID 652017; in the data active = activation above about 7.8%;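 note: 0% = vehicle wells and 100% = reference activator wells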
DAX1 inh-2 – inhibitors of DAX1 repression of SF-1 activated StAR promoter. AID 652010. inhibition, % at 6.8 µM. HEK293T StAR-luciferase reporter, SF-1/DAX-1 repression relief. 370,000 tested, 1.1% active;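 active = inhibition above the mean over all tested compounds plus 3 SD, cut at about 3.6% in these data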;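 note: 0% = DAX-1 cells with DMSO and 100% = cells lacking DAX-1 with DMSO; higher inhibition means more luminescence from relief of DAX-1 repression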
FXN GAA850 act – frataxin GAA850 promoter activation | HEK293 lucGAA850 FXN promoter luciferase reporter, 24 h; percent of 10 µM SAHA response | activation, % at 6 µM | 360,000 tested, 0.56% active;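 active = activation above the average of all compounds screened plus 3 SD, cutoff fixed separately per campaign, cut at about 7.5% in these data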;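 note: 0% = DMSO wells and 100% = 10 µM SAHA wells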
PG9 Ab binder – PG9 antibody binding by small molecule | 360,000 tested, 0.43% active | TR-FRET gp120-PG9 antibody binding | AID 624416 | inhibition, % at 6.7 µM; in the data active = inhibition above about 8.5%
* hit, by the source's call; x = not tested or not shown. The order is random; any-hit rate near 7%.

SMILES	hcDAF12 agonist	NR1D1 modulator	sPLA2-III inh	hgDAF12 agonist	DAX1 inh-1	ssDAF12 agonist	PLC-beta3 inh	SMARCA2 activ	DAX1 inh-2	FXN GAA850 act	PG9 Ab binder
CCOc1ccc2oc(C(=O)O)c(C)c2c1	0.1	-2	5	2.4	-0.5	-1.3	-10	-2	0.5	-0.3	-0.4
COc1ccc(C(=O)NC(CCSC)C(=O)N2CCCCCC2)cc1 (configuration not stated)	-1.9	-2	3	-1.6	0.5	-1.3	0	-1	-0.3	1.6	-0.7
COc1ccc(-c2csc(Nc3ccc(C)cn3)n2)cc1OC	-2.4	4	-3	2.6	0.8	-1.4	-11	2	0.3	4.0	-0.2
O=C(NCc1ccccn1)[C@H]1C[C@@H]1[C@H](NP(=O)(c1ccccc1)c1ccccc1)c1ccccc1	-0.7	-1	-2	0.6	-0.9	-1.2	0	2	-0.3	1.0	0.2
COCCNCCOCCOc1ccc(Cl)c(C)c1	-1.9	0	3	-0.2	0.7	0.4	1	0	0.4	-2.8	-0.2
COc1cc(/C=C/C(=O)N2C(=O)c3cccc(N)c3C2=O)cc(OC)c1OC	-0.9	-4	10	-1.2	-1.1	-1.9	-471	-5	0.5	5.1	0.9
Cc1ccc(S(=O)(=O)Nc2ccc3c(c2)CCC3)cc1	-2.9	1	-15	-3.2	-0.6	-1.5	-2	-7	-1.3	-1.2	1.2
Cc1cc(Cl)ccc1NC(=O)CCC(=O)N/N=C/c1cccnc1	-1.1	-1	3	-2.0	0.3	-0.7	-5	-2	-0.7	-0.6	0.3
Cc1cc(C)n(-c2nc3ccccc3nc2N2CCN(C(=O)c3ccc(Cl)cc3)CC2)n1	-2.7	9	-17	-4.2	-0.8	-1.7	-58	3	-1.0	1.1	-2.9
Fc1cccc(/C=N/Nc2ncnc3nc[nH]c23)c1	1.8	7	-5	1.4	-0.1	-1.4	3	6	2.9	10*	-0.4
COc1ccc2cc(C(=O)N3CCCCCC3)sc(=O)c2c1OC	-1.7	-3	-2	-2.4	-0.3	-1.1	-5	1	-0.5	-0.5	-1.4
Cc1ccc(S(=O)(=O)CCC(=O)Nc2ccccc2Br)cc1	-1.1	1	1	-0.3	-1.0	-1.4	-1	5	0.0	1.6	0.3
COCC(=O)N/N=C/c1c(C)[nH]n(-c2ccccc2)c1=O	0.5	2	0	-0.6	x	-0.8	3	-1	0.4	1.6	-6.8
Cc1c(C(=O)N2CCN(c3cccc(Cl)c3)CC2)cccc1[N+](=O)[O-]	-3.7	-2	-1	-1.9	-0.6	-1.5	-3	-2	-0.1	2.6	-0.3
S=c1[nH]ccn1-c1c(Cl)cccc1Cl	6.5*	-2	14	10	0.1	0.5	-5	-1	0.0	0.2	-1.1
COc1ccc(-n2sc3c(c2=S)-c2cc(OC)ccc2NC3(C)C)cc1	0.1	5	27*	-2.4	1.2	-1.2	2	-1	-1.1	1.8	-2.8
C#CCOC(=O)C(NC(=O)c1ccccc1)=C(C)C	-0.9	0	-4	-0.8	3.7	-1.5	-2	-1	-0.2	0.1	-1.8
O=C(CNc1cccc2ccccc12)N/N=C/C=C/c1ccco1	-0.9	-13	-7	2.6	0.0	-0.5	-47	1	0.4	2.2	-5.3
O=C(Nc1ccc(Br)cn1)c1ccc([N+](=O)[O-])cc1Cl	2.6	2	1	12*	4.2	-0.5	6	2	1.6	1.2	-1.1
COC(=O)c1cc([N+](=O)[O-])c(-n2cncn2)c([N+](=O)[O-])c1	2.1	-2	-7	0.3	-1.4	-1.2	4	0	-0.1	-1.7	-5.0
COCC1CCN(C(=O)c2cc(COc3ccc(F)cc3Cl)on2)C1 (configuration not stated)	-0.8	-1	-6	3.7	0.3	-0.2	1	-3	0.2	-0.6	0.2
S=c1[nH]ncn1NCc1ccc(Cl)cc1Cl	-1.1	-1	13	0.2	-0.1	-1.1	0	-4	-0.7	-1.0	2.8
COC(=O)COc1ccc(S(=O)(=O)NCc2cccnc2)cc1C	-0.3	-4	-6	-2.1	0.4	-1.4	3	0	0.4	1.5	1.6
Cc1cccc(C)c1NC(=O)COC(=O)CCc1ccc(S(=O)(=O)N2CCCCC2)cc1	2.4	-3	-9	-1.4	0.0	-1.1	4	-3	-0.3	0.6	-1.8
COc1cccc(-n2nc3c(-n4ncc(C#N)c4N)nnc(C)c3c2C)c1	-1.7	-2	7	0.7	0.2	-1.0	1	0	0.1	-1.7	-0.7
NC(Cc1ccc(F)cc1)c1csc(Nc2cc(Oc3ccccc3)ncn2)n1 (configuration not stated)	0.4	-1	10	-0.2	x	-1.6	6	-1	1.1	-2.1	0.2
CCNS(=O)(=O)c1ccc(CCC(=O)N2CCN(c3ccccc3F)CC2)cc1	-1.7	9	7	1.0	0.4	-1.7	-5	-4	-0.1	0.6	1.6
COc1ccc([C@H]2N[C@]3(CCCN(Cc4ccc(C)cc4)C3=O)[C@H]3C(=O)N(Cc4ccccc4)C(=O)[C@@H]23)cc1	-0.4	2	-15	-0.6	0.1	-1.3	5	-2	-0.6	-5.0	-0.9
O=C(NC1(C(F)(F)F)C(=O)Nc2c1c(=O)[nH]c(=O)n2Cc1ccco1)C1CC1 (configuration not stated)	-1.5	2	2	0.5	0.8	-1.1	3	5	0.1	0.0	-0.7
COc1ccccc1CNC(=O)CCCN1C(=O)NC2(CCCC2)C1=O	-1.8	-1	3	3.8	1.0	-0.7	2	-2	-1.1	1.9	1.4
CC1Cc2cc(S(=O)(=O)NCCC(=O)N(C)Cc3ccccc3)ccc2N1C(=O)C1CC1 (configuration not stated)	-2.5	3	-1	-3.1	-0.9	-1.2	-9	-1	-0.4	-1.8	-0.7
Cc1csc(CNC(=O)C2CCC(=O)N(CCc3cccc(F)c3)C2)n1 (configuration not stated)	-0.6	-4	2	-1.5	0.6	-1.1	-8	-1	-0.5	0.3	-0.3
Cc1ccc(NC(=O)NNC(=O)c2ccc3c(c2)NC(=O)C(C)(C)O3)cc1	0.0	0	-4	-0.9	0.6	-1.1	0	-2	0.3	1.4	2.0
Cc1ccc(S(=O)(=O)N[C@H](CO)C(C)C)cc1	-1.4	4	2	-1.9	x	-1.3	4	3	-0.5	x	-0.3
COc1ccc(C2C(C(=O)N3CCOCC3)c3ccccc3C(=O)N2c2ccc(OC)cc2)cc1 (configuration not stated)	-0.8	2	-1	-0.8	-0.7	-1.5	0	-2	0.3	1.4	1.8
Cc1ccsc1C(=O)NNC(=O)c1csc(N2CCOCC2)n1	0.4	13	3	3.2	0.5	-1.2	-2	3	0.7	0.2	-0.7
Cc1cc(NC(=O)CCS(=O)(=O)c2nc(-c3ccccc3)cc(C(F)(F)F)n2)no1	-1.6	1	11	-2.5	-1.1	-0.7	1	9.3*	0.3	4.4	-1.0
O=C(NCCCN1CCOCC1)c1c(-c2ccccc2)oc2c1C(OCCCCCO)CCC2 (configuration not stated)	0.1	1	5	1.1	x	-0.4	-4	-1	-0.2	x	1.2
Cc1ccc(C(=O)O)cc1NS(=O)(=O)c1ccc2ccccc2c1	0.0	2	-13	1.7	-0.2	-1.2	-5	-2	-0.6	0.6	0.3
CS(=O)(=O)Nc1ccc(C(=O)CC(=O)Nc2ccc([N+](=O)[O-])cc2)cc1	-2.3	-2	-22	-0.1	-1.0	-0.6	-6	-3	-0.4	1.9	1.0
C[C@@H]1CN(S(=O)(=O)c2ccc3c(c2)OCCO3)CCN1S(=O)(=O)c1c(F)cccc1F	-2.9	4	-11	2.5	-0.9	-1.6	1	-1	0.2	-0.1	-1.5
COC(=O)/C(=N\OCc1ccc(C#N)cc1)c1c(C)nn(C)c1C	-0.2	9	8	0.5	-0.2	-0.6	-10	-2	0.1	3.1	1.6
CCc1cccc(OCCn2ccnc2)c1	-2.1	-5	-7	1.8	1.2	-0.9	4	-2	0.4	0.5	1.0
COC(=O)c1ccc(NC(=O)CN(C)Cc2cccc(F)c2)cc1	0.5	3	-4	-0.1	0.3	-1.8	-6	-2	-0.6	3.5	-0.6
CCN(CC(=O)NCC(=O)Nc1ccc(Br)cc1C)Cc1ccccc1	0.2	-1	-3	-1.2	0.7	-0.8	-5	1	0.3	-2.4	-1.4
O=C(Nc1ccc(N2CCOCC2)cc1)c1ccc2nc(-c3ccco3)c(-c3ccco3)nc2c1	0.2	-6	2	-2.5	-1.5	-1.7	-9	3	-1.0	-5.3	-2.5
CCSc1nc(N2CCOCC2)c2ccccc2n1	-2.2	2	2	-0.7	0.3	-1.2	-5	13*	-0.5	3.4	-0.9
C[C@@H]1CN([C@@H](C)CO)S(=O)(=O)c2ccc(Br)cc2O[C@H]1CN(C)C(=O)C1CCCCC1	0.9	2	-7	0.3	0.3	-0.8	2	1	-0.2	-2.6	-2.0
Nc1nc(SCC(=O)NCc2ccc(F)cc2)[nH]c(=O)c1NC(=O)c1ccc(Cl)cc1	-0.5	-7	-5	0.6	-0.9	-0.9	6	2	-0.3	2.3	-1.5
O=C(CN1C(=O)c2ccccc2S1(=O)=O)NC1CCCCCC1	0.8	2	2	13*	6.2*	-1.2	-2	0	-0.3	2.2	1.0
CCOc1ccccc1N1CCN(CC(=O)Nc2ncc(C)s2)CC1	-1.7	-7	5	-2.3	-0.1	-1.8	-3	3	-0.1	2.3	-2.1
Cc1ccc(Nc2ccc(C(N)=O)cc2[N+](=O)[O-])cc1	1.7	5	3	4.3	-1.4	-1.7	1	0	-0.2	6.3	-0.7
COc1ccc(NC(=O)CSc2nnc3n2CCCCC3)cc1OC	-0.1	-5	2	0.3	-0.4	-0.9	2	2	1.0	-0.4	0.8
Cc1ccc(NC(=O)CCn2c(=O)c3cccn3c3ccccc32)cc1C	-1.4	2	-13	1.8	0.2	-1.3	-4	-2	-0.1	0.5	-0.8
c1ccc(Nc2cccc(Nc3ccccc3)c2)cc1	2.6	-3	-1	9.1	0.0	-1.1	-1	2	0.8	5.3	1.5
CC(=O)NC(CC(=O)NCC(=O)Nc1ccc(F)c(F)c1)c1ccccc1 (configuration not stated)	-1.0	3	4	0.3	-0.9	-0.8	-6	-1	0.0	-1.3	-1.6
O=C(c1ccccc1)N1CCC(=O)N(C(CO)Cc2ccccc2)CC1 (configuration not stated)	1.2	-3	-2	2.5	1.9	-0.9	-1	1	-0.6	0.6	0.2
Cc1ccc(-c2nnc(SCC(=O)Nc3ccc4c(c3)OCCO4)n2-c2ccc(Cl)cc2)cc1	-1.9	-1	2	-2.0	x	-0.8	-1	6	0.9	x	x
COc1ccc2c(c1)c1nnc(SCC(=O)N3C(C)CCCC3C)nc1n2C (configuration not stated)	0.1	0	4	-1.5	0.5	-1.3	3	-3	-0.8	1.1	-0.3
CCCNC(=O)C1(C)CCCN(Cc2csc(-c3ccccc3)n2)C1 (configuration not stated)	-2.3	2	-6	0.5	x	-1.9	0	-5	0.5	-3.0	-0.7
